Wnt act: activators of Wnt/beta-catenin signaling; Wnt/beta-catenin reporter cell assay, activator, plate reader; activation, % at 9.35 µM; actives 1.2% (n = 300,000); AID 743398; in the data active means activation above about 30%, passing the limit was not always enough;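 further: 0% = neutral control wells and 100% = positive control wells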
* hit, by the source's call. An excerpt; the hit share may differ from the screen's.

SMILES | Wnt act
COc1ccc(C(=O)Nc2nc(C)cs2)cc1S(=O)(=O)N1CCOCC1 | -2
O=C(/C=C/[C@H]1O[C@@H](n2ccc(=O)[nH]c2=O)[C@H](O)[C@@H]1O)NCCN1CCOCC1 | 0
O=C(NCc1ccc(F)cc1F)[C@@H]1CCCN1C(=O)[C@@H]1CCCN1C(=O)c1cccc(Cl)c1 | -2
O=C1Nc2ccccc2N=C(c2ccccc2)C1N(Cc1ccc(F)cc1)C(=O)c1cccnc1 (stereo not given) | -1
O=C(NCc1cccnc1)c1cc(C2CCCCN2C(=O)c2ccc3ccccc3c2)on1 (stereo not given) | -1
COc1ccc(NC(=O)C2c3ccccc3OCC(=O)N2Cc2ccc3c(c2)OCO3)cc1 (stereo not given) | -3
COc1ccccc1-c1c(NC(=O)c2ccco2)n(C)c2ccccc2c1=O | 0
COc1cc(C(=O)N2CCCCC2c2cc(C(=O)NC(C)C)no2)cc(OC)c1C (stereo not given) | 0
COC(=O)c1ccc2nc(-c3ccc(C#N)cc3)c(Cc3ccsc3)n2c1 | 3
Cc1c(NC(=O)C(C)OC(=O)c2cccc(S(=O)(=O)N3CCOCC3)c2)c(=O)n(-c2ccccc2)n1C (stereo not given) | 4
COc1cccc(C(=O)N[C@H](C(=O)N2CCC[C@H]2C(=O)NCCc2ccccc2Cl)C(C)C)c1 | -1
NC(CCc1ccccc1)c1csc(NC(=O)NCCc2ccccc2)n1 (stereo not given) | -1
CCCCNC(=O)C1(C)CCCCN1C(=O)c1ccc(C#N)cc1 (stereo not given) | 2
O=C(/C=C/c1ccc(N2CCC(c3ccccc3)=N2)cc1)c1ccccc1 | 4
O=C(C[C@@H]1C[C@@H]2c3cc(NS(=O)(=O)c4ccc(F)cc4)ccc3O[C@@H]2[C@H](CO)O1)NCc1ccc(Oc2ccccc2)cc1 | -1
CCCS(=O)(=O)NC(=O)C1(C)CCN(C(=O)c2nc(C)oc2C)C1 (stereo not given) | -1
CC1(C)CC(=O)C=C(c2ccccc2-c2ccc3c(c2)OCO3)C1=O | -2
Cc1[nH]nc2c1C(c1ccc3c(c1)OCO3)N(Cc1ccccc1)C2=O (stereo not given) | -1
CCC(=O)N1CCC1(C)C(=O)Nc1cccc2c1CCCC2 (stereo not given) | -1
COc1cc(CC(=O)Nc2c(-c3ccccc3)[nH][nH]c2=O)cc(OC)c1 | -1
COc1ccc([C@H]2CC(=O)C[C@@H](CCn3cc(C(C)C)nn3)O2)cc1 | 1
COc1ccc(NC(=O)C(c2ccc(C#N)cc2)n2c(=O)c(-c3cc4ccccc4[nH]3)nc3ccccc32)cc1 (stereo not given) | -3
O=C(Nc1ccccc1N1CCOCC1)[C@@H]1O[C@H](CO)[C@H](O)[C@H](O)[C@H]1O | 0
NC(=O)c1ncn([C@@H]2O[C@H](C(=O)N3CCCN(Cc4ccccc4F)CC3)[C@@H](O)[C@H]2O)n1 | -5
OCCN1CCN(c2ncnc3c2ncn3[C@H]2CN(Cc3ccc(-c4ccccc4)cc3)C[C@@H](CO)O2)CC1 | -2
Next entries.
SMILES | Wnt act
O=C(CC[C@H]1O[C@@H](n2ccc(=O)[nH]c2=O)[C@H](O)[C@@H]1O)N[C@@H](Cc1ccccc1)C(=O)NCc1ccccc1 | -3
CCc1nc2ccc(C(=O)NCCCN3CCCC3=O)cn2c1N(C)C(=O)c1cccc(OC)c1 | -1
Cc1cc(N=O)no1 | -1
CCCCNC(=O)C1(C)CCCCN1Cc1ccc(-c2ccccc2)cc1 (stereo not given) | -2
COc1cccc(CN2CCC2(C)C(=O)Nc2ccc(C)cc2)c1F (stereo not given) | -2
COc1cc(OC)cc(-c2cc3nc4c(c(N5CCN(c6cnccn6)CC5)n3n2)CCCC4)c1 | 14
CC(C)=CC(=O)N1CCC(Oc2cccc(C(=O)NCc3ccccn3)c2)CC1 | -1
Nc1[nH]c(C(=O)c2ccccc2)c(-c2ccc(F)cc2)c1C(=O)c1c[nH]c2ccccc12 | 0
CC(=O)NC(c1cccc(F)c1)c1nc(-c2ccc(C)c(C)c2)cs1 (stereo not given) | -3
CCc1c(-c2ccccc2)ncn1CCc1ccccc1OC | 3
COc1ccc(-c2coc3c(C(=O)Nc4cccnc4)cccc23)c(C)c1 | -2
C[C@H](CO)N1C[C@H](C)[C@@H](CN(C)C(=O)c2ccc(N3CCN(C)CC3)cc2)OCc2cn(nn2)CCCC1=O | -2
CC1(C(=O)NCc2ccccc2)Cc2c(-c3cccc(C(N)=O)c3)ccnc2O1 (stereo not given) | -2
COc1ccccc1-c1cccc2[nH]c3c(c12)CCN1C(=O)[C@H]2[C@H](C)ON(C)[C@H]2C[C@@H]31 | -5
CCC(c1nnnn1-c1c(C)cccc1C)N1CCN(c2ccccn2)CC1 (stereo not given) | -3
COC(=O)c1cc2c(c3c4cc(F)ccc4n(S(=O)(=O)c4ccccc4)c13)C(=O)N(Cc1ccc(N(C)C)cc1)C2 | -6
CCOC(=O)C1(C)CCCN1C(=O)c1csnn1 (stereo not given) | 0
COc1cccc(CNC(=O)[C@H]2CCCN2C(=O)[C@H]2CCCN2C(=O)c2ccccc2)c1 | 0
C[C@H](c1ccccc1)N1C[C@@H](COCc2ccccc2)Oc2cc(N3CC[C@@H](O)C3)ccc2S1(=O)=O | -5
COc1ccc(CCN2CC(=O)N3CCc4ccc(N5CCOCC5)cc4C3CC2=O)cc1OC (stereo not given) | -5
COc1ccc(C(=O)N2CCOC2CNC(=O)C(=O)NCc2ccccc2)cc1 (stereo not given) | -2
CC(C)N1C(=O)c2ccccc2NC(=O)C1C(=O)NCc1cccc(C(F)(F)F)c1 (stereo not given) | -3
O=C1Nc2ccccc2-n2nnnc2C1N1CCN(c2cccc(C(F)(F)F)n2)CC1 (stereo not given) | -4
COc1ccc(-c2coc3c(C(=O)NCc4ccc(F)c(F)c4)cccc23)c(C)c1 | -1
Cc1ccccc1-c1cnc(C(O)c2ccc(F)cc2C)[nH]1 (stereo not given) | -2

An excerpt from above in order of length of the SMILES, highest first.
SMILES | Wnt act
NC(=O)c1ncn([C@@H]2O[C@H](C(=O)N3CCCN(Cc4ccccc4F)CC3)[C@@H](O)[C@H]2O)n1 | -5
CCC(c1nnnn1-c1c(C)cccc1C)N1CCN(c2ccccn2)CC1 (stereo not given) | -3
Cc1cc(N=O)no1 | -1

Other structures.
SMILES | Wnt act
OC(c1cccc(F)c1)c1ncc(-c2ccc(Oc3ccccc3)cc2)[nH]1 (stereo not given) | -24
O=C(CCC(=O)N1CCN(c2ccc(F)cc2)CC1)c1ccc(F)cc1 | -2
CCCCNC(=O)C(NC(=O)c1ccc2ccccc2c1)C(=O)c1ccccc1 (stereo not given) | -5
CNc1nc(Oc2cccc(NC(C)=O)c2)c2sccc2n1 | -1
Nc1ncnc2c1ncn2[C@@H]1O[C@H](C(=O)N[C@@H](CCc2ccccc2)C(=O)N2CCCN(Cc3cccs3)CC2)[C@@H](O)[C@H]1O | 3
O=S(=O)(c1ccc(C(F)(F)F)cc1)N1CCCc2nc(-c3ccccc3)ccc21 | 2
CCCCCCCCN1C(=O)[C@@H](CC(=O)N2CCN(C(=O)c3ccco3)CC2)C[C@@]2(C(=O)OC)C1=C[C@H](C(C)(C)C)O[C@@H]2C | -9
Cc1cc(C)nc(Nc2nc(C(N)CCc3ccccc3)cs2)n1 (stereo not given) | 1
Cc1nccn1-c1ccc(NC(=O)[C@H]2O[C@@H](n3ccc(=O)[nH]c3=O)[C@H](O)[C@@H]2O)cc1 | -2
O=C(Nc1ccc(F)cc1)C(c1cc2ccccc2o1)N1CCN(CC(=O)N2CCCC2)CC1 (stereo not given) | -2
CC(C)CNC(=O)C1(C)CCCN1C(=O)c1cncc(Br)c1 (stereo not given) | -1
CCOC(=O)C1(C)CCCCN1C(=O)c1ccoc1 (stereo not given) | -1
O=C1NC(Cc2ccc(O)cc2)c2nc3cc(F)ccc3c(=O)n2-c2cc(Cl)ccc21 (stereo not given) | -1
COc1ccc(CNC(=O)CC[C@H]2O[C@@H](n3ccc(=O)[nH]c3=O)[C@H](O)[C@@H]2O)cc1 | -2
CC(=O)c1cccc(-c2ccnc3c2CC(C(=O)Nc2cccc(OC(F)(F)F)c2)O3)c1 (stereo not given) | -3
CCCCNC(=O)C1(C)CCCCN1C(=O)c1oc2ccccc2c1C (stereo not given) | 0
COc1cc(NC(=O)c2cccnc2)ccc1-c1cc2ccccc2oc1=O | -2
COc1cccc(C=C(C(C)=O)C(=O)c2ccccc2)c1 | -1
CC(=O)N1c2ccccc2N=C(c2ccc(C(F)(F)F)cc2)C1C(=O)NC1CCCC1 (stereo not given) | -1
Cc1cc2c(c(=O)o1)[C@@]1(C(=O)N(c3ccccc3)c3ccccc31)C1=C(CCCC1=O)O2 | -4
O=C1CCC(OCc2ccccc2)CCN1[C@H](CSc1ccccc1)Cc1ccccc1 (stereo not given in full) | -2
CCOC(=O)[C@]12CCC=C1N(Cc1ccc(Cl)cc1Cl)C(=O)[C@H](CC(=O)NCc1cccs1)C2 | -8
CCCCOCCCNC(=O)C[C@@H]1C[C@@]2(C(=O)OCC)CCCC=C2N(Cc2ccc3c(c2)OCO3)C1=O | -5
Nc1ccn([C@@H]2O[C@H](C(=O)NCCCN3CCCC3=O)[C@@H](O)[C@H]2O)c(=O)n1 | -1
CCc1nc2ccc(C(=O)NCCc3ccccn3)cn2c1N(C)Cc1nccs1 | 0
(list continues)
SMILES | Wnt act
CC(=O)NCCNC(=O)C1(C)Cc2c(-c3cccc(NC(C)=O)c3)ccnc2O1 (stereo not given) | -1
Cc1nc2c(C(=O)NCc3cccs3)cnn2c(C)c1Cc1ccc(F)cc1 | -3
COc1cccc(C(O)c2nc(-c3cccc4cccnc34)cs2)c1 (stereo not given) | -2
O=C(NCc1ccccc1)C(c1ccco1)N1CCN(c2ccccc2F)CC1 (stereo not given) | 5
C[C@@H]1COc2cc(N3CCC[C@H]3CO)ccc2S(=O)(=O)N1 | -3
CCCCCCN1CCN(C2CN(C3CCCCC3)S(=O)(=O)C2)CC1 (stereo not given) | -3
COC(=O)c1cc2c(c3c4cc(OC)ccc4n(S(=O)(=O)c4ccc(OC)cc4)c13)C(=O)N(Cc1ccc(N(C)C)cc1)C2 | -6
CC(=O)C1=CCC(c2ccc(Cl)c(Cl)c2)N(S(=O)(=O)c2ccc(C)cc2)C1 (stereo not given) | -3
Nc1[nH]c(C(=O)c2ccccc2)c(-c2ccccc2Br)c1C(=O)c1cccs1 | 4
Cn1c(SCC(=O)O)nnc1-c1ccc2ncccc2c1 | -1
CCc1nc2ccc(C(=O)NCCCN(C)C)cn2c1N(C)Cc1ccc(OC)cc1 | -4
CCCCC[C@@H](C)N1C[C@H](COCc2ccccc2)Oc2cc(N3CCC[C@@H]3COC)ccc2S1(=O)=O | 23
CCNC(=O)C1(C)CCCN(C(=O)c2nc3ccccc3s2)C1 (stereo not given) | -2
COc1ccc(-c2cc(C(=O)NCC3CCCCC3)[nH]n2)c(C)c1 | 3
CCc1ccc(C(O)c2ncc(-c3ccc(C(F)(F)F)cc3)[nH]2)cc1 (stereo not given) | 1
O=C(Nc1ccc2c(c1)OCCO2)C(c1ccnc2ccccc12)N1CCN(C/C=C/c2ccccc2)CC1 (stereo not given) | -3
CCCN(CCC)C(=O)c1cc([N+](=O)[O-])cc2c1-c1ccc([N+](=O)[O-])cc1C2=C(C#N)C#N | -1
COCc1cccc(-c2csc(C(C)(O)c3cccc(F)c3)n2)c1 (stereo not given) | -8
CC(C)(C)NC(=O)C1(C)CCC(=O)N1C1CCN(Cc2ccccc2)CC1 (stereo not given) | -3
COCCN(Cc1ccc(OC)cc1)c1c(C)nc2ccc(C(=O)Nc3ccc(NC(C)=O)cc3)cn12 | -2
CC(C)(C)OC(=O)N[C@H]1C=C[C@@H](CC(=O)OCC(F)(F)F)C1 | 0
COc1ccc(CN2C(=O)CCC2(C)c2nnnn2C2CCCCC2)cc1 (stereo not given) | -1
CCOC(=O)C1(C)CCN1C(=O)c1ccc(C(C)(C)C)cc1 (stereo not given) | 0
Cc1cccc(C)c1NC(=O)C1C(c2ccc3c(c2)OCO3)=Nc2ccccc2N1C(=O)c1ccccc1 (stereo not given) | -3
COC(=O)C[C@@H]1C=C[C@@H](NC(=O)c2ccccc2F)[C@@H](CO)O1 | -2
CC(C)Oc1ccc(F)cc1-c1cc(C(=O)NC2CCCCC2)[nH]n1 | -2
O=C(NCCO)OC1CC2CC1[C@H]1CCCCN1C2=O (stereo not given in full) | -2
Cc1cc(N2CCN(C(C(=O)NC3CCCC3)C(C)(C)C)CC2)c2ccccc2n1 (stereo not given) | -1
COC(=O)C1=CN(c2ccc(OC)cc2)C(N)=C(C#N)C1c1cccc2ccccc12 (stereo not given) | -6

Among those listed so far, these contain an NH in an aromatic ring.
SMILES | Wnt act
O=C(/C=C/[C@H]1O[C@@H](n2ccc(=O)[nH]c2=O)[C@H](O)[C@@H]1O)NCCN1CCOCC1 | 0
Cc1[nH]nc2c1C(c1ccc3c(c1)OCO3)N(Cc1ccccc1)C2=O (stereo not given) | -1
COc1cc(CC(=O)Nc2c(-c3ccccc3)[nH][nH]c2=O)cc(OC)c1 | -1
COc1ccc(NC(=O)C(c2ccc(C#N)cc2)n2c(=O)c(-c3cc4ccccc4[nH]3)nc3ccccc32)cc1 (stereo not given) | -3
O=C(CC[C@H]1O[C@@H](n2ccc(=O)[nH]c2=O)[C@H](O)[C@@H]1O)N[C@@H](Cc1ccccc1)C(=O)NCc1ccccc1 | -3
Nc1[nH]c(C(=O)c2ccccc2)c(-c2ccc(F)cc2)c1C(=O)c1c[nH]c2ccccc12 | 0
COc1ccccc1-c1cccc2[nH]c3c(c12)CCN1C(=O)[C@H]2[C@H](C)ON(C)[C@H]2C[C@@H]31 | -5
Cc1ccccc1-c1cnc(C(O)c2ccc(F)cc2C)[nH]1 (stereo not given) | -2
OC(c1cccc(F)c1)c1ncc(-c2ccc(Oc3ccccc3)cc2)[nH]1 (stereo not given) | -24
Cc1nccn1-c1ccc(NC(=O)[C@H]2O[C@@H](n3ccc(=O)[nH]c3=O)[C@H](O)[C@@H]2O)cc1 | -2
COc1ccc(CNC(=O)CC[C@H]2O[C@@H](n3ccc(=O)[nH]c3=O)[C@H](O)[C@@H]2O)cc1 | -2
Nc1[nH]c(C(=O)c2ccccc2)c(-c2ccccc2Br)c1C(=O)c1cccs1 | 4
COc1ccc(-c2cc(C(=O)NCC3CCCCC3)[nH]n2)c(C)c1 | 3
CCc1ccc(C(O)c2ncc(-c3ccc(C(F)(F)F)cc3)[nH]2)cc1 (stereo not given) | 1
CC(C)Oc1ccc(F)cc1-c1cc(C(=O)NC2CCCCC2)[nH]n1 | -2
